Assay outcomes: PubChem BioAssay, Sanford-Burnham Center for Chemical Genomics
GPR55 beta-arrestin = GPR55 agonists via beta-arrestin recruitment, primary screen, imaging, U2OS cells, beta-arrestin-GFP redistribution (AID 1961); 290,000 compounds, 0.048% hits; U2OS GPR55 beta-arrestin-GFP redistribution imaging; higher % means a stronger effect; one-dose activation, % at 10 µM; EC50 in µM for titrated hits;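 active = activation above 40% with more than 50 cells counted in the well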;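 also: U2OS osteosarcoma cells stably expressing GPR55 and beta-arrestin-GFP; plate controls were DMSO negative control for no effect and LPI positive control for full effect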
AID2073 = inhibitors of Mint1-CaV2.2 protein interaction, biochemical, HTRF (AID 2073) | one-dose inhibition, % at 20 µM; IC50 in µM for titrated hits | HTRF protein-protein interaction, Mint1-CaV2.2; higher % means a stronger effect | 290,000 compounds, 0.19% hits; in the data active = inhibition mostly above about 51%, no sharp cut-off; also: some results filed as inactive read as strong as hits
SIAH1 antagonists = Siah-1 peptide-binding antagonists, primary screen, biochemical, fluorescence polarization, rhodamine-plectin, uHTS (AID 1817); Siah-1 / rhodamine-plectin peptide fluorescence polarization; higher % means a stronger effect; one-dose displacement, % at 20 µM; IC50 in µM for titrated hits; 290,000 compounds, 0.02% hits;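 active = displacement of at least 50% at 20 µM, with a fluorescence ratio check between 0.3 and a set limit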;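 also: plate controls were Siah plus tracer with DMSO for no effect and tracer alone without Siah for full effect; strong numbers were not always called active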
HIV peptide binding = cell-free HIV fusion peptide-binding blockers – biochemical, uHTS, fluorescence dequenching, primary screen (AID 1986). inhibition, % at 20 µM, or IC50 in µM where a hit was titrated. 290,000 compounds, 0.3% hits. cell-free peptide binding, fluorescence dequenching, 30 min; higher % means a stronger effect; in the data active = inhibition mostly above about 52%, no sharp cut-off; inactive = mostly below about 76%; also: some results filed as inactive read as strong as hits
KOR beta-arrestin-1 = KOR antagonists, beta-arrestin recruitment, cell-based, luminescence, uHTS (AID 1778); KOR beta-arrestin recruitment, luminescence, antagonist mode; higher % means a stronger effect; inhibition, % at 10 µM, or IC50 in µM where a hit was titrated; 290,000 compounds, 0.091% hits; in the data active = inhibition above about 50%; also: strong numbers were not always called active
NOD1 inhibition = NOD1 signaling inhibitors, primary screen, cell-based, luminescence, uHTS (AID 1578). NOD1-driven NF-kB luciferase reporter cells, luminescence; higher % means a stronger effect. inhibition, % at 4 µM, or EC50 in µM where a hit was titrated. 290,000 compounds, 1% hits; in the data active = inhibition mostly above about 36%, no sharp cut-off; inactive = mostly below about 34%;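 also: HEK-293T reporter cells stimulated with the NOD1 agonist gamma-tri-DAP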
GPR55 antagonists = GPR55 antagonists blocking LPI-driven arrestin recruitment, primary screen, imaging, U2OS, beta-arrestin-GFP, LPI agonist (AID 2013); inhibition, % at 10 µM; hits with a dose series show IC50 in µM; 290,000 compounds, 0.13% hits; U2OS GPR55 beta-arrestin-GFP translocation imaging, LPI antagonism; higher % means a stronger effect;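 active = spots per cell inhibited over 60%, with over 100 cells counted and total cytoplasm intensity under 500,000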;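 also: U2OS cells stably carrying GPR55 and arrestin-GFP stimulated by 5 µM LPI near EC80; imaged beta-arrestin-GFP aggregate spots per cell after agonist stimulation; plate controls were LPI-stimulated DMSO wells for no effect and DMSO wells without LPI for full effect; some results filed as inactive read as strong as hits; confirmed hits need IC50 under 10 µM and bright autofluorescent wells are also inconclusive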
GPR35 antagonists = GPR35 antagonists blocking zaprinast-driven arrestin recruitment, primary screen, imaging, U2OS, beta-arrestin-GFP, zaprinast agonist (AID 2058); U2OS GPR35 beta-arrestin-GFP translocation imaging, zaprinast antagonism; higher % means a stronger effect; inhibition, % at 10 µM; hits with a dose series show IC50 in µM; 290,000 compounds, 0.052% hits;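 active = inhibition of at least 50% with at least 30 cells and total cytoplasm GFP at most 10,000,000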
KOR beta-arrestin-2 = KOR agonists, beta-arrestin recruitment, primary screen, cell-based, luminescence, uHTS (AID 1777). KOR beta-arrestin recruitment, luminescence; higher % means a stronger effect. one-dose activation, % at 10 µM; EC50 in µM for titrated hits. 280,000 compounds, 0.02% hits; in the data active = activation above about 50%, passing the limit was not always enough; also: a part of the inactive calls stands beside numbers as strong as those of hits
An asterisk follows results filed as active; · = not tested or not shown; [ ] = dose if it differs, or a comment. Only part of the results is shown; rates above refer to the full screens.

SMILES	GPR55 beta-arrestin	AID2073	SIAH1 antagonists	HIV peptide binding	KOR beta-arrestin-1	NOD1 inhibition	GPR55 antagonists	GPR35 antagonists	KOR beta-arrestin-2
CNc1nc2c(c(=O)n(C)c(=O)n2C)n1Cc1ccccc1	0.2%	-1%	3%	14%	13%	21%	-1%	-5%	8.0%
CCCCC(C(=O)NC1CCCC1)N(C(=O)c1snc(C(N)=O)c1N)c1ccc(F)cc1 (configuration not stated)	-0.1%	12%	-1%	0.9%	7%	12%	-13%	-11%	0.7%
CCCCOc1ccc(N(CC(=O)NC(C)(C)CC)C(=O)CCC(=O)Nc2ccccn2)cc1	-0.3%	8%	17%	-0.5%	-12%[20 µM]	-14%	-1%	-1%	-2.5%
COC(=O)c1ccc(C2NC(=O)NC(C)=C2C(=O)N(C)C)cc1 (configuration not stated)	-0.1%	13%	-1%	2.8%	-63%	-8%	-7%	-3%	6.3%
Cc1ccc(-c2nc(N3CCOCC3)sc2C(=O)N2CCOCC2)cc1	0.3%	11%	-3%	0.1%	-58%	-12%	9%	5%	1.7%
CCOC(=O)c1c(C)n(C)c2cc(CN(C)C)c(O)c(S(=O)(=O)c3ccccc3)c12	0.0%	26%	13%	3.3%	-6%[20 µM]	-32%	7%	11%	·
O=C1[C@@H]2[C@H]3CC[C@H](C3)[C@@H]2C(=O)N1O	-0.1%	21%	-2%	0.3%	20%	-9%	-2%	-9%	3.0%
CCNC(=O)N1CCCC(C(=O)c2ccc(C(F)(F)F)cc2)C1 (configuration not stated)	0.0%	4%	11%	-1.6%	-13%[20 µM]	-14%	4%	-2%	-1.5%
CCOc1ccccc1N=Nc1c(C)[nH]n(C(N)=S)c1=O	0.6%	14%	1%	13%	13%	-17%	-3%	-7%	-0.7%
COc1cc(/C=N/NC(=O)c2ccncc2)cc2c1OCO2	-0.2%	5%	18%	1.3%	-10%	-4%	10%	20%	4.7%

The last 2 entries of the part above lead into the next:
SMILES	GPR55 beta-arrestin	AID2073	SIAH1 antagonists	HIV peptide binding	KOR beta-arrestin-1	NOD1 inhibition	GPR55 antagonists	GPR35 antagonists	KOR beta-arrestin-2
CCOc1ccccc1N=Nc1c(C)[nH]n(C(N)=S)c1=O	0.6%	14%	1%	13%	13%	-17%	-3%	-7%	-0.7%
COc1cc(/C=N/NC(=O)c2ccncc2)cc2c1OCO2	-0.2%	5%	18%	1.3%	-10%	-4%	10%	20%	4.7%
O=C(CN1C(=O)c2cccc3cccc(c23)C1=O)N1CCN(Cc2ccc3c(c2)OCO3)CC1	-0.2%	6%	4%	0.3%	-26%	-1%	7%	25%	-1.0%
Cc1cccc(NC(=O)CCS(=O)(=O)c2ccc(Br)cc2)c1	0.0%	-2%	-4%	1.8%	-30%	-10%	-5%	-2%	0.7%
O=C(c1cccnc1)N1N=C(c2cccs2)CC1c1ccc(F)cc1 (configuration not stated)	-0.3%	1%	1%	-1.3%	17%	-14%	14%	-5%	-6.1%
CC(C)CNC(=O)C(=O)NCC1OCCCN1S(=O)(=O)c1ccc2c(c1)OCCO2 (configuration not stated)	-0.2%	5%	3%	0.7%	-7%	-33%	25%	-7%	0.3%
COc1ccc2c(c1)C(=NNC(=O)c1ccccn1)c1cc(OC)ccc1-2	-0.1%	26%	-5%	-6.3%	-63%	28%	-4%	-5%	23%
COCCN(CCOC)S(=O)(=O)c1ccc(C(=O)Nc2nnc(C3CC3)o2)cc1	-0.1%	-2%	2%	-0.7%	8%	·	16%	-3%	-4.4%
Cc1cccc(OCC(=O)Nc2ccc(NC(=O)c3ccco3)cc2)c1	-0.1%	-4%	2%	0.1%	-23%	-7%	5%	4%	-5.0%
CCN1C(=O)c2ccc(C(=O)O)cc2C1=O	-0.3%	9%	-1%	1.9%	-10%	-27%	4%	-6%	-2.0%
O=C1c2ccccc2S(=O)(=O)N1Cc1ccccc1[N+](=O)[O-]	-0.2%	11%	1%	0.0%	-6%[20 µM]	9%	14%	-1%	-2.8%
Fc1ccc(NC(=S)NN=C2CCCCCC2)cc1	-0.1%	-14%	-8%	-0.8%	-5%	11%	0%	14%	2.9%
Cc1csc(SCC(=O)Nc2ccccc2[N+](=O)[O-])n1	-0.4%	11%	2%	3.3%	19%	-40%	14%	9%	-3.1%
CCN1C(=O)[C@H]2[C@@H](c3ccc(C)cc3)N3C(=O)N(c4ccc(C(F)(F)F)cc4)C(=O)[C@@]3(CC)[C@H]2C1=O	0.2%	3%	-2%	3.3%	-7%[20 µM]	5%	4%	1%	5.0%
COc1ccc(C(c2sc3nc(C)nn3c2O)N2CCC(O)CC2)cc1OC (configuration not stated)	0.3%	-4%	1%	3.3%	-28%	-23%	7%	8%	-4.6%
O=C1CCN(Cc2ccc(O)cc2)CCN1[C@H](CO)Cc1ccccc1	0.4%	15%	0%	-1.0%	-9%[20 µM]	27%	0%	13%	-8.7%
CCOc1cccc(CNCCCSc2ncccn2)c1	-0.3%	4%	0%	-1.8%	-41%[20 µM]	-20%	-4%	10%	7.4%
CC1=C(C(=O)Nc2ccccc2)C(c2cccnc2)n2nc(-c3cccnc3)nc2N1 (configuration not stated)	-0.2%	-7%	-4%	-0.6%	6%	-18%	21%	13%	-1.6%
COc1ccc(C(=O)C2CCCN(Cc3ccc(C#CCCO)cc3)C2)c(OC)c1 (configuration not stated)	0.2%	1%	8%	-0.2%	0%	-30%	4%	-2%	-1.7%
CCn1nnc(-c2ccccc2NS(=O)(=O)c2ccc(S(=O)(=O)N(C)C3CCCCC3)cc2)n1	0.0%	3%	-1%	0.7%	-18%	-1%	0%	13%	-3.9%
CC(=O)N(Cc1ccc2c(c1)OCO2)C1CC(=O)N(CCc2ccccc2)C1=O (configuration not stated)	-0.2%	-7%	3%	0.5%	-50%	-28%	2%	-9%	·
Cc1nc(NC(=S)NC(=O)c2cccs2)ccc1Br	0.5%	-3%	4%	-1.1%	-8%	-27%	6%	-2%	-0.8%

Next part, overlapping the part above by 3 compounds.
SMILES	GPR55 beta-arrestin	AID2073	SIAH1 antagonists	HIV peptide binding	KOR beta-arrestin-1	NOD1 inhibition	GPR55 antagonists	GPR35 antagonists	KOR beta-arrestin-2
CCn1nnc(-c2ccccc2NS(=O)(=O)c2ccc(S(=O)(=O)N(C)C3CCCCC3)cc2)n1	0.0%	3%	-1%	0.7%	-18%	-1%	0%	13%	-3.9%
CC(=O)N(Cc1ccc2c(c1)OCO2)C1CC(=O)N(CCc2ccccc2)C1=O (configuration not stated)	-0.2%	-7%	3%	0.5%	-50%	-28%	2%	-9%	·
Cc1nc(NC(=S)NC(=O)c2cccs2)ccc1Br	0.5%	-3%	4%	-1.1%	-8%	-27%	6%	-2%	-0.8%
CC1CN(C(=O)CSc2nc(-c3ccccc3)cs2)CC(C)O1 (configuration not stated)	-0.2%	-2%	5%	-2.0%	-15%	-26%	-3%	1%	0.7%
Cc1ccc(-n2ncc3c(NCc4ccco4)ncnc32)cc1C	-1.0%	48%	4%	3.0%	0%	-56%	12%	4%	0.0%
O=C(CSc1nnc(-c2ccc(F)cc2)o1)Nc1ccc(S(=O)(=O)N2CCCC2)cc1	-0.1%	-12%	-3%	-1.8%	6%	16%	4%	11%	-2.2%
Cc1cccc(-c2nsc(SCC(=O)Nc3cc(C)on3)n2)c1	-0.1%	-15%	3%	-1.6%	19%	-39%	27%	-4%	-3.9%
COc1cc(-c2nc3ccc4ccccc4c3c3c2CCC3)cc(OC)c1OC	-0.1%	3%	2%	-1.6%	-47%	8%	1%	9%	3.9%
COc1ccccc1-c1cc(-c2ccc(C)cc2)nc(SCc2nnc(-c3ccccc3)o2)c1C#N	0.0%	26%	5%	-1.8%	24%	-8%	-7%	-8%	-3.7%
Cc1ccccc1C(=O)NC1CCN(CC(=O)NCc2ccc(F)cc2)CC1	0.7%	-10%	1%	0.3%	-4%	-38%	-3%	17%	-4.6%
OCC1CCCCN1C(=S)NCc1ccco1 (configuration not stated)	-0.1%	5%	-4%	-0.4%	-17%	-22%	13%	-10%	-1.6%
CCOC(=O)C1=C(O)/C(=C\c2ccc(CNS(=O)(=O)c3ccc(Br)cc3)o2)N=C1C	-0.2%	19%	26%	80%	29%	-28%	-4%	-1%	1.4%
Cc1ccc(S(=O)(=O)N(Cc2cc3ccccc3[nH]c2=O)c2cccc(C)c2)cc1	-0.1%	19%	0%	-0.4%	-30%	4%	4%	-9%	4.1%
CC(NC(=O)c1cc2ccccc2o1)c1cccs1 (configuration not stated)	-0.2%	-3%	1%	-3.5%	0%	-18%	-5%	8%	16%
O=C(Oc1cccnc1)c1ccc(Cl)cc1	-0.2%	-8%	3%	1.5%	5%	-4%	7%	0%	-4.7%
Cc1nc2nc(C)c(NS(=O)(=O)c3ccc(C(C)(C)C)cc3)c(=O)n2[nH]1	0.2%	0%	12%	1.0%	-22%	-12%	2%	4%	1.5%
CC(C)OC(=O)c1cccc(C(=O)OCc2ccco2)n1	-0.1%	-9%	-6%	-1.7%	0%	12%	7%	-1%	-5.7%
Cc1ccc(Nc2nc(C(=O)NCC3CCCO3)cs2)cc1 (configuration not stated)	-0.1%	1%	-5%	-1.3%	16%	11%	-6%	4%	0.0%
CN(Cc1ccco1)C(=O)c1cc2c(s1)-c1ccc(Cl)cc1S(=O)(=O)C2	-0.3%	11%	-2%	-1.5%	3%	-9%	-4%	-1%	-4.6%
Cc1nc(SCC(=O)N2CCOCC2)c2c(C)c(C)sc2n1	-0.1%	9%	-3%	-1.8%	-32%	-4%	-1%	2%	11%
Cc1ccc(NC(=O)[C@@H]2CCC(=O)N2C2OC(=O)c3ccccc32)cc1Cl (some centres not stated)	-0.1%	7%	6%	-1.6%	-24%[20 µM]	-22%	-7%	2%	-0.7%
O=C(c1ccc2c(c1)N(Cc1ccc(F)cc1)C(=O)CS2)N1CCOCC1	0.0%	-8%	-6%	-1.2%	-6%	-8%	2%	19%	-2.1%
Cc1ccc(C)c(Cn2nnc3c(=O)[nH]c(C4CCN(C(=O)c5ccco5)CC4)nc32)c1	-0.2%	0%	-4%	-2.1%	-14%	36%	-5%	-9%	-3.6%
COc1ccccc1-n1c(CNC(=O)c2ccc(S(=O)(=O)N3CCCCC3)cc2)n[nH]c1=S	0.0%	-12%	12%	-0.5%	-3%	-38%	11%	9%	-2.1%
